M4 ag: human M4 muscarinic receptor agonists, primary screen, CHO-K1 cells, Fluo-8 calcium fluorescence. Muscarinic acetylcholine receptor M4 (Homo sapiens), P08173. CHO-K1 hM4/Gqi5; vehicle 0%, full acetylcholine response 100%. activation, % at 3 µM. hit rate 0.14% among 360,000. AID 624127, 2012;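 active = activation above the run mean over all test wells plus 3 SD, cut at about 32% in these data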;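 note: peak over basal fluorescence ratio per well then scaled between controls; 0% = DMSO wells and 100% = acetylcholine at EC100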
Target sequence (P08173 whole entry, looked up): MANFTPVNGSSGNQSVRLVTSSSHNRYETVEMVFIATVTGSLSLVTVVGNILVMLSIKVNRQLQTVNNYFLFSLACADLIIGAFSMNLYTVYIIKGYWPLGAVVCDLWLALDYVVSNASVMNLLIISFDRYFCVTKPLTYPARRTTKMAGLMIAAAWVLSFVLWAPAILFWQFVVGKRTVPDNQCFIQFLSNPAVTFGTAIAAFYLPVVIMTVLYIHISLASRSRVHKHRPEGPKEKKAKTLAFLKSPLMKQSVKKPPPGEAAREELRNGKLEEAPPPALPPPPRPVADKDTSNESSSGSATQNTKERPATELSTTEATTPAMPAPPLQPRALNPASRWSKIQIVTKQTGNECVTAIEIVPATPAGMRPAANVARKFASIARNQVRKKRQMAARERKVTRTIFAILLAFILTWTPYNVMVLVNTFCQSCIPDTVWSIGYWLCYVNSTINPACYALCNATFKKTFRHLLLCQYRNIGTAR
M5 PAM: human M5 muscarinic receptor positive allosteric modulators, primary screen, CHO-K1 cells, Fluo-8 calcium fluorescence | CHO-K1 hM5, ACh EC20 PAM; 0% = ACh EC20, 100% = ACh EC100 | Muscarinic acetylcholine receptor M5 (Homo sapiens), P08912 | activation, % at 3 µM | hit rate 0.3% among 360,000;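 active = activation above the run cutoff, the mean activation of all test compounds plus 3 SD, cut at about 18% in these data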
Target sequence (P08912 whole entry, looked up): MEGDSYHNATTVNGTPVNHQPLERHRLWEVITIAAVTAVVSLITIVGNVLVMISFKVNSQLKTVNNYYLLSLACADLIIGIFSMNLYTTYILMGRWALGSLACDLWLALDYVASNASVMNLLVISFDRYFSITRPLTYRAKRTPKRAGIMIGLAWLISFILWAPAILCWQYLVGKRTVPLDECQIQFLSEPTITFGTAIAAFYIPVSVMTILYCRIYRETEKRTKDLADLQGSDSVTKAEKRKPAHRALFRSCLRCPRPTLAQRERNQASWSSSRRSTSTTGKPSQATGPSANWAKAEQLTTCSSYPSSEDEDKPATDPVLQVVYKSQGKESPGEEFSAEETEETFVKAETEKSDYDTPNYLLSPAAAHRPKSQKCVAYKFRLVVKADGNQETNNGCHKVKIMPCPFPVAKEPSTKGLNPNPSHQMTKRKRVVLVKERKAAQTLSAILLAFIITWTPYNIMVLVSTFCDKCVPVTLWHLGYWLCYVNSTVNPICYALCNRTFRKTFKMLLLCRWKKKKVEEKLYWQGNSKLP
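Assay system – human M5 receptor in CHO-K1 cells · Read-out – % activation, ACh-normalized · Technique – Fluo-8 calcium fluorescence · Dosing – single-point, 3 µM nominal · Incubation – Fluo-8 loading 80 min at 37 °C plus 30 min room temperature · Repeats – singlicate, one well per test compound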
CHRM4 antagonist: human M4 muscarinic receptor antagonists, primary screen, CHO cells, Fluo-8 calcium fluorescence | Muscarinic acetylcholine receptor M4 (Homo sapiens), P08173 | hit rate 0.73% among 360,000 | AID 624125, 2012 | CHO-hM4 cells, ACh EC80 | inhibition, % at 3 µM;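 active = inhibition above its plate's cutoff, the mean inhibition of sample wells plus 3 SD, cut at about 27% in these data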;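 note: 0% = acetylcholine EC80 with DMSO and 100% = DMSO without agonist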
CRFR2-BP ag: agonists of CRF-BP/CRF-R2 complex, primary screen, cell-based, HEK293, calcium dye fluorescence, uHTS; AID 588473, 2011; calcium dye fluorescence (FLIPR); percent of saturating CRF peptide response; activation, % at 13.2 µM; hit rate 0.46% among 350,000;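 active = activation of at least 50%, plus an integration ratio under a set limit after plate pattern correction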;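 note: plate controls were neutral control wells without compound for no effect and CRF at EC100 for full effect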
CHRM5 agonist: human M5 muscarinic receptor agonists, primary screen, CHO-K1 cells, Fluo-8 calcium fluorescence. Muscarinic acetylcholine receptor M5 (Homo sapiens), P08912. CHO-K1 hM5 cells; 0% DMSO wells, 100% maximal acetylcholine response. activation, % at 3 µM. hit rate 0.19% among 360,000. AID 624037, 2012;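 active = activation above the run's mean over test compounds plus 3 SD, cut at about 23% in these data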;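 note: signal is peak over basal fluorescence ratio across the kinetic read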
CHRM4 PAM: human M4 muscarinic receptor positive allosteric modulators, primary screen, CHO-K1 cells, Fluo-8 calcium fluorescence | hit rate 0.4% among 360,000 | activation, % at 3 µM | CHO-K1 hM4/Gqi5, ACh EC20; 0% = ACh EC20, 100% = maximal ACh | AID 624126, 2012 | Muscarinic acetylcholine receptor M4 (Homo sapiens), P08173;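 active = activation above its plate's cutoff, the mean activation of sample wells plus 3 SD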; note: some results filed as inactive read as strong as hits
M5 antag: human M5 muscarinic receptor antagonists, primary screen, CHO cells, Fluo-8 calcium fluorescence; inhibition, % at 3 µM; hit rate 0.59% among 360,000; Muscarinic acetylcholine receptor M5 (Homo sapiens), P08912; AID 624040, 2012; CHO-hM5 cells, ACh EC80;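 active = inhibition above a per-plate cutoff, the mean of that plate's test compounds plus 3 SD, cut at about 27% in these data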;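 note: 0% = acetylcholine EC80 with DMSO and 100% = DMSO without agonist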
IDE inh: human IDE inhibitors in live cells, primary screen, fluorescence polarization, HEK cells, FAbetaB substrate | Insulin-degrading enzyme (Homo sapiens), P14735 | FAbetaB cleavage | inhibition, % at 5.59 µM | hit rate 0.41% among 320,000 | AID 434962, 2010;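 active = percent inhibition above the average of all tested compounds plus 3 SD, set per screening campaign, cut at about 16% in these data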;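 note: IDE supplied by intact live HEK cells; FP after avidin binding of uncleaved biotin substrate so inhibition keeps polarization high; 0% = DMSO wells and 100% = 60 µM reference IDE inhibitor Ii1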
CRFBP-R2 block: antagonists of CRF-BP/CRF-R2 complex, primary screen, cell-based, HEK293, calcium dye fluorescence, uHTS | hit rate 0.59% among 350,000 | inhibition, % at 11.8 µM | CRF-induced calcium fluorescence;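 active = inhibition of the ligand-induced calcium signal above about 50% at the single tested concentration, limit read from the data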
Numbers without * were called inactive; · = no result given. Hits appear at their usual frequency. Share with any hit: about 2.9%.

Letter code: A = M4 ag; B = M5 PAM; C = CHRM4 antagonist; D = CRFR2-BP ag; E = CHRM5 agonist; F = CHRM4 PAM; G = M5 antag; H = IDE inh; I = CRFBP-R2 block
> C[C@@H]1CN([C@@H](C)CO)C(=O)c2cc(Br)cnc2O[C@H]1CN(C)C(=O)CCN1CCCCC1
  A: 0; B: 2; C: -4; D: 1.0; E: 1; F: 1; G: -3; H: ·; I: 2
> Cn1nccc1C(=O)N1CCc2ccccc21
  A: 0; B: 1; C: 3; D: -1.5; E: 0; F: 9; G: -3; H: 3; I: 18
> Cc1ccc(NC(=O)CN2C(=O)NC(C)(c3ccc(Cl)cc3)C2=O)c(Br)c1 (stereo unspecified)
  A: 17; B: 2; C: -19; D: 12; E: 20; F: -3; G: -10; H: 4; I: -30
> CCN(C(=O)COC(=O)c1ccccc1NC(=O)c1ccco1)C1CCS(=O)(=O)C1 (stereo unspecified)
  A: 1; B: -3; C: -15; D: -1.0; E: -6; F: 2; G: 7; H: 4; I: 3
> CCc1nc2ccc(C(=O)NCCCN3CCCC3=O)cn2c1N(CC)Cc1cccc(Br)c1
  A: -1; B: -1; C: 4; D: ·; E: -9; F: -6; G: 18; H: ·; I: ·
> Cc1cccc(C(=O)NCc2nnc(SCC(=O)N3CCN(c4ccccc4)CC3)n2C)c1
  A: 0; B: -8; C: 7; D: -0.1; E: -3; F: 0; G: 17; H: 4; I: 10
> COCCN(C(=O)CCC(=O)Nc1nccs1)C(C(=O)NC(C)(C)C)c1ccc(F)cc1 (stereo unspecified)
  A: 1; B: 4; C: -6; D: -1.3; E: -4; F: 9; G: -2; H: 0; I: -6
> CC(C)(C)C(C(=O)NCc1ccccc1)N1CCN(CCN2CCOCC2)CC1 (stereo unspecified)
  A: 0; B: 0; C: -2; D: ·; E: 0; F: 4; G: 4; H: ·; I: ·
> CCCCOCCCNC(=O)C[C@@H]1C[C@@]2(C(=O)OC)CCCCC=C2N(Cc2ccco2)C1=O
  A: 3; B: 1; C: 4; D: ·; E: 3; F: -3; G: -7; H: ·; I: ·
> COc1ccc(OCC(=O)N2CC3(C)CC2CC(C)(C)C3)cc1 (stereo unspecified)
  A: 1; B: 4; C: -6; D: -2.9; E: 0; F: 11; G: 0; H: -6; I: -4
> COc1ccccc1C(=O)NC(C)C(c1cccs1)N1CCN(C)CC1 (stereo unspecified)
  A: -1; B: -5; C: 10; D: 4.1; E: -8; F: -4; G: 8; H: -2; I: -34
> COc1ccc(/C=C2/SC(=O)N(CC(O)Cn3c4ccccc4c4ccccc43)C2=O)cc1 (stereo unspecified)
  A: 1; B: -4; C: 0; D: 0.3; E: 0; F: 5; G: 3; H: 5; I: -19
> CN1CCN(Cc2c(O)ccc3cc(-c4ccccn4)c(=O)oc23)CC1
  A: 2; B: 5; C: -2; D: 63*; E: 0; F: -3; G: -4; H: 3; I: -7
> O=c1ccn([C@@H]2O[C@H](CO)[C@@H](O)[C@H]2O)c(=O)[nH]1
  A: 1; B: 1; C: -11; D: -1.4; E: 1; F: 1; G: -4; H: 3; I: 6
> O=C(NCC(c1ccco1)N1CCN(c2ccccc2F)CC1)c1ccco1 (stereo unspecified)
  A: 1; B: -1; C: 5; D: -1.0; E: 4; F: 0; G: 3; H: 2; I: 1
> CC(=O)c1cccc(NC(=O)c2cc3ccccn3n2)c1
  A: 3; B: -5; C: 4; D: -0.1; E: 4; F: 4; G: 2; H: -2; I: -21
> CCC(=O)Oc1ccc2c(c1)O/C(=C\c1ccco1)C2=O
  A: 4; B: -6; C: 1; D: 44; E: 8; F: -7; G: 14; H: 3; I: -33
> CCOc1ccc(C2=Nn3c(nnc3-c3ccccc3OC)SC2)cc1
  A: -2; B: -10; C: 5; D: 1.2; E: -5; F: -3; G: 10; H: 11; I: 14
> CCN(CC)c1cc(NCCO)c([N+](=O)[O-])c2nonc12
  A: -1; B: 2; C: -3; D: -0.8; E: 2; F: -2; G: -7; H: 6; I: 11
> CCOC(=O)C1=C(C)N=c2s/c(=C\c3ccc(OCC(=O)O)cc3)c(=O)n2C1c1ccccc1OC (stereo unspecified)
  A: 0; B: -2; C: 9; D: -1.4; E: -2; F: -2; G: 12; H: 2; I: 1
> Cc1nn(C)cc1C(=O)Nc1ccc2c(c1)OCCO2
  A: 0; B: 3; C: -15; D: -0.8; E: -3; F: 2; G: 5; H: 2; I: 3
> Cc1cc(C(=O)N/N=C/C=C/c2ccccc2[N+](=O)[O-])c(C)o1
  A: 1; B: 0; C: -2; D: -5.8; E: -3; F: 1; G: 8; H: 2; I: -19
> C=CCSC(CC)(CC)C(N)=O
  A: 1; B: -6; C: -12; D: 2.3; E: 1; F: -6; G: 2; H: 10; I: -10
> O=c1nc(-c2ccccc2)c2cc(SC(F)F)ccc2[nH]1
  A: 2; B: -1; C: -4; D: -0.6; E: 2; F: 0; G: -6; H: 1; I: -9
> O=C(Nc1cc(S(=O)(=O)Nc2ccc(Cl)cc2)ccc1O)c1ccc(S(=O)(=O)N2CCCCCC2)cc1
  A: 2; B: 10; C: 3; D: -1.4; E: 2; F: -2; G: 9; H: -3; I: -2

Further structures.
Letter code: A = M4 ag; B = M5 PAM; C = CHRM4 antagonist; D = CRFR2-BP ag; E = CHRM5 agonist; F = CHRM4 PAM; G = M5 antag; H = IDE inh; I = CRFBP-R2 block
> CCOc1ccc(CCNC(=O)c2ccc3nc(N4CCOCC4)sc3c2)cc1OCC
  A: 2; B: 2; C: -7; D: -3.9; E: 4; F: -2; G: 3; H: 3; I: -3
> C[C@H]1CN([C@@H](C)CO)C(=O)CCCn2nncc2CO[C@H]1CN(C)C(=O)Cc1ccccc1
  A: 1; B: -2; C: -1; D: 7.0; E: -1; F: 3; G: 2; H: ·; I: 9
> COc1ccc(S(=O)(=O)NCc2ccco2)cc1NC(=O)c1ccccc1
  A: 2; B: 3; C: -13; D: -0.6; E: -1; F: -6; G: 3; H: 1; I: 10
> O=C(CCCN1C(=O)c2cccc3cccc(c23)C1=O)N1CCN(c2ccccn2)CC1
  A: 4; B: -6; C: 4; D: 1.9; E: 2; F: -2; G: 4; H: -1; I: 4
> COC(=O)c1ccsc1NC(=O)CN1CCN(c2ncccn2)CC1
  A: 3; B: -7; C: 7; D: -2.4; E: -2; F: -4; G: 11; H: 4; I: 1
> Cc1cc(NC(=O)CSc2nc3c(cc2C#N)CCCC3)no1
  A: 0; B: -2; C: 9; D: -4.1; E: 3; F: -2; G: 3; H: -4; I: -14
> O=C(O)C(Cc1ccccc1)n1cnnn1 (stereo unspecified)
  A: 0; B: 11; C: 1; D: -0.2; E: -1; F: 0; G: -12; H: 5; I: -18
> COc1ccc(C(=O)COC(=O)Cc2n[nH]c(=O)c3ccccc23)c(OC)c1
  A: 1; B: -2; C: -2; D: -1.2; E: 2; F: 20; G: 7; H: 5; I: -6
> CC(=O)Nc1ccc(NC(=O)CCCSc2nc3ccccc3s2)cc1
  A: 1; B: 7; C: -2; D: -0.3; E: 6; F: 4; G: 4; H: 6; I: -4
> CCN1C(=O)[C@H]2[C@@H](c3ccc(OC)cc3)N[C@]3(CCCN(Cc4ccc(C)cc4)C3=O)[C@H]2C1=O
  A: -1; B: 3; C: 1; D: 1.6; E: 1; F: 2; G: -4; H: ·; I: 1
> Cc1ccc(S(=O)(=O)N(C)C[C@@H]2OCc3cnnn3CCCC(=O)N([C@H](C)CO)C[C@@H]2C)cc1
  A: 0; B: 2; C: -10; D: -0.6; E: 1; F: 4; G: -5; H: ·; I: -15
> CC(=O)C[C@H](O)CC(=O)[C@@H]1OC(=O)[C@H](C)C/C=C\Cc2ccccc21
  A: 1; B: -3; C: 15; D: -2.0; E: 0; F: -8; G: 8; H: 3; I: -15
> CNC(=O)[C@@]1(C)C=C[C@@H](Cc2ccccc2)N1C(=O)OC
  A: 3; B: 2; C: -8; D: 0.9; E: -1; F: 4; G: 6; H: 5; I: 2
> COc1ccc(CCNC(=O)C2CC=CCC2C(=O)O)cc1 (stereo unspecified)
  A: 1; B: 2; C: 2; D: -1.5; E: -6; F: -1; G: 4; H: -2; I: 2
> CN(C)CCCNc1nc(N)c([N+](=O)[O-])c(NC2CCCCC2)n1
  A: 2; B: 2; C: 0; D: 6.0; E: -6; F: -4; G: 0; H: -10; I: -46
> CN(CCC#N)C(=O)COC(=O)[C@H](Cc1ccccc1)N1C(=O)c2ccccc2C1=O
  A: 2; B: 0; C: 2; D: 15; E: 3; F: 5; G: 3; H: 3; I: -11
> O=C(/C=C/c1ccc(F)cc1)c1ccc(N2CCOCC2)cc1
  A: 5; B: -4; C: 10; D: 2.1; E: 1; F: -8; G: 5; H: -3; I: 10
> CCOC(=O)C1(C)CCN1C(=O)c1cccc2ccccc12 (stereo unspecified)
  A: 1; B: 2; C: 9; D: ·; E: 1; F: -5; G: 0; H: ·; I: ·
> COCCCNC(=O)Cc1c(C)c2c(cc(C)c3c(C(C)(C)C)coc32)oc1=O
  A: 1; B: 1; C: -9; D: -1.6; E: 0; F: -1; G: 2; H: 2; I: -4
> CCOC(=O)Cn1ccc(O)c(Cc2ccc(Cl)cc2Cl)c1=O
  A: 1; B: 5; C: 4; D: 0.6; E: -4; F: 6; G: 1; H: -5; I: -7
> O=C(COC(=O)c1cc([N+](=O)[O-])ccc1N1CCOCC1)c1ccccc1Cl
  A: 5; B: -8; C: -6; D: -3.0; E: -6; F: -4; G: 13; H: -1; I: 4
> O=C(Nc1ccccc1N1CCOCC1)c1csc2c1CCCC2
  A: -1; B: 1; C: -13; D: 0.5; E: -1; F: -2; G: 2; H: 9; I: -14

High-throughput results from PubChem BioAssay.
